# Tn7 DDE FP = DD(E)-Tn7 binding inhibition, primary FP screen | inhibition, % at 8.3 µM | hit rate 0.13% among 370,000 | P02675 | FP displacement of FITC-Tn7 peptide from fibrin DD(E); 0% = median of compound wells per plate;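 active means inhibition above the mean of compounds falling within the control limits plus 3 SD of them, cut at about 14% in these data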;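 further: 0% = plate median of compound wells and 100% = 10 µM Aha-Tn7 peptide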
#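 system = human fibrin DD(E) protein | quantity = DD(E) 2 µM final | medium = Tris/NaCl/CaCl2 buffer, pH 7.8 | also added = labelled Tn7 tracer, 0.1 µM | compound dosing = single point at 8.3 µM | timing = compound with protein 10 min, then 3 h after probe, room temperature | signal = FP measurement | benchmarks = Aha-Tn7 high control | repeats = one replicate per compound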
# DDE Tn6 FP inh = disrupts Tn6 cyclic peptide binding to fibrin D-Dimer-E complex; Fibrin DD(E) TRITC-Tn6 fluorescence polarization displacement; inhibition, % at 8.3 µM; hit rate 0.21% among 370,000;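 active means inhibition above a per-campaign cutoff: mean of compounds within control limits plus 3 SD, cut at about 15% in these data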;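 further: 0% = median of all compound wells on the plate and 100% = blocking peptide control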
# ASAP1 GAP inh = blocks human ASAP1-stimulated Arf1 GTP hydrolysis | GDP FP detection | AID 624377 | inhibition, % at 16.5 µM | hit rate 0.19% among 360,000; in the data active means inhibition above about 25%;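 further: 0% = vehicle with enzyme and substrate and 100% = no enzyme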
# LEDGF integ inh = blocks HIV-1 LEDGF/p75-dependent DNA integration; TR-FRET IN-LEDGF/p75 DNA integration, Eu/Cy5; inhibition, % at 3.7 µM; hit rate 0.64% among 370,000; AID 743269;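 active means inhibition above the screen-wide mean plus 3 SD, cut at about 13% in these data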;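 further: signal is the Cy5 over europium emission ratio at 671 and 618 nm; 0% = plate median of compound wells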
# ADAM17 inh = ADAM17 inhibition, QFRET primary screen. P78536. hit rate 0.83% among 370,000. recombinant ADAM17, EDANS/DABCYL FRET peptide cleavage. inhibition, % at 6.95 µM. AID 720648;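 active means inhibition above the mean of compounds lying between control limits plus 3 SD, set per campaign, cut at about 8.5% in these data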;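 further: 0% = DMSO-only wells as the low control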
# proKLK7 act = activates the human kallikrein-7 zymogen; P49862; purified proKLK7, EDANS-DABCYL substrate fluorescence; 100% is mature enzyme control, 0% vehicle; activation, % at 7 µM; hit rate 0.9% among 370,000; AID 652039;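 active means activation above the mean of all tested compounds plus 3 SD, computed per campaign excluding outliers beyond control limits, cut at about 13% in these data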
# Target sequence (P49862 whole entry, looked up): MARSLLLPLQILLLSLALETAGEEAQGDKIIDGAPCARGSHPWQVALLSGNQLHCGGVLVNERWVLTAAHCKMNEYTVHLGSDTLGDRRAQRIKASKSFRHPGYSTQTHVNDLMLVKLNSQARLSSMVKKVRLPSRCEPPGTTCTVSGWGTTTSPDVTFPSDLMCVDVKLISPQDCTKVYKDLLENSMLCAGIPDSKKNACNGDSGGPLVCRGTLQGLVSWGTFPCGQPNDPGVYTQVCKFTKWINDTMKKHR
# PLCg1 inh = PLC-gamma1 (human) inhibition, primary screen; P19174; purified PLC-gamma1, fluorogenic substrate, fluorescence; inhibition, % at 12.2 µM; hit rate 0.84% among 370,000; in the data active means inhibition above about 9.5%
# ADAM10 inh = ADAM10 inhibition, QFRET primary screen; O14672; hit rate 0.62% among 370,000; recombinant ADAM10, EDANS/DABCYL FRET peptide cleavage, 3 h; inhibition, % at 7 µM;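 active means inhibition above a per-campaign cutoff equal to the mean of compounds falling between control-based bounds plus 3 SD, cut at about 20% in these data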;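 further: 0% = DMSO wells while the 100% control is not disclosed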
# Target sequence (O14672 214-748 limits assumed): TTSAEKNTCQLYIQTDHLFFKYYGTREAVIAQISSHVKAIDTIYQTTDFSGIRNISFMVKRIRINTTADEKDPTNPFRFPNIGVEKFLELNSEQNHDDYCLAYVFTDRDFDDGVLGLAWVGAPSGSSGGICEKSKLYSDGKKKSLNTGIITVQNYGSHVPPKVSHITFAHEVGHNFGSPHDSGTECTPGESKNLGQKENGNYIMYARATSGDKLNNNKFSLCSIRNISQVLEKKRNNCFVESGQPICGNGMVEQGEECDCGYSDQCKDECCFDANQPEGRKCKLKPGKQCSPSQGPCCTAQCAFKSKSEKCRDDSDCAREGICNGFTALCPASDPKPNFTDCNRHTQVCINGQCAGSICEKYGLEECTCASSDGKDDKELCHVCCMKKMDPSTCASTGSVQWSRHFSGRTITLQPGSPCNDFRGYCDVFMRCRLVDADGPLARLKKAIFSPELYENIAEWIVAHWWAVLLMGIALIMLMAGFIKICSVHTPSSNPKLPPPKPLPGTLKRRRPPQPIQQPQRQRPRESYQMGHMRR
# TDP2 inh = blocks human TDP2 phosphodiesterase activity. recombinant TDP2, T5PNP hydrolysis, p-nitrophenol absorbance 415 nm. inhibition, % at 12.8 µM. hit rate 0.34% among 370,000. AID 720702;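 active means inhibition above the mean of all tested compounds plus 3 SD, set per campaign, cut at about 25% in these data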;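 further: 0% = DMSO with enzyme and 100% = buffer with substrate but no TDP2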
#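 Evaluation: % inhibition relative to enzyme-containing and enzyme-free wells. Material: recombinant human TDP2. Benchmarks: enzyme-free and DMSO wells. Timing: enzyme reaction with compound for 2 h at 37 °C. Compound dosing: 12.8 µM only. Measured by: p-Nitrophenol epi absorbance. Reagent: T5PNP substrate at 5 mM, a TopII-DNA adduct mimic. Replication: single well per compound.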
# ARFGAP1 inhibitor = inhibitors of rat ARFGAP1; Q62848; Arfgap1-stimulated ARF1 GTP hydrolysis, GDP FP detection; inhibition, % at 16.5 µM; hit rate 0.26% among 360,000;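 active means inhibition above a per-plate limit, mean inhibition of low control wells plus 3 SD, cut at about 25% in these data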;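 further: 0% = DMSO wells with enzyme and 100% = wells lacking Arfgap1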
# Target sequence (Q62848 1-136 limits assumed): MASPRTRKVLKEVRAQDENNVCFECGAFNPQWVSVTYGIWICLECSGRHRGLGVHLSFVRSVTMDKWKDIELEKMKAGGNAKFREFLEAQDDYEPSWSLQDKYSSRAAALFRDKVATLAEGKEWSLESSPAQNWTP
#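 material = rat Arfgap1 catalytic domain, aa 1-136 | also added = human ARF1(Δ1-17)-GTP substrate | compound dosing = one concentration, 16.5 µM, DMSO 1.26% | times = GTP hydrolysis reaction 2 h at 25 °C | measured by = FP, GDP Alexa 633 tracer displaced from anti-GDP antibody, 620/688 nm | evaluation = percent inhibition of Arfgap1-stimulated GTP hydrolysis | replication = single well per compound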
# * = called active by the depositor; i = inactive; · = no result given.
# A first look (three entries):
SMILES,Tn7 DDE FP,DDE Tn6 FP inh,ASAP1 GAP inh,LEDGF integ inh,ADAM17 inh,proKLK7 act,PLCg1 inh,ADAM10 inh,TDP2 inh,ARFGAP1 inhibitor
CCOC(=O)c1ccc(N2CSC3=C(C#N)C(c4cccs4)CC(=O)N3C2)cc1 (configuration not stated),3,4,4,0,1,0.3,-10,-7,2,1
c1ccc(Cc2noc(CN3CCN(CCOc4ccccc4)CC3)n2)cc1,-5,-1,0,-3,1,-0.4,2,3,-1,-10
CS(=O)(=O)Nc1ccc2c(c1)[C@H]1C[C@H](CC(=O)NCc3ccccc3)O[C@H](CO)[C@H]1O2,-1,-5,2,-2,-3,0.0,2,-8,7,-6

# This part in full, repeating the preview:
SMILES,Tn7 DDE FP,DDE Tn6 FP inh,ASAP1 GAP inh,LEDGF integ inh,ADAM17 inh,proKLK7 act,PLCg1 inh,ADAM10 inh,TDP2 inh,ARFGAP1 inhibitor
CCOC(=O)c1ccc(N2CSC3=C(C#N)C(c4cccs4)CC(=O)N3C2)cc1 (configuration not stated),3,4,4,0,1,0.3,-10,-7,2,1
c1ccc(Cc2noc(CN3CCN(CCOc4ccccc4)CC3)n2)cc1,-5,-1,0,-3,1,-0.4,2,3,-1,-10
CS(=O)(=O)Nc1ccc2c(c1)[C@H]1C[C@H](CC(=O)NCc3ccccc3)O[C@H](CO)[C@H]1O2,-1,-5,2,-2,-3,0.0,2,-8,7,-6
Cc1cc(Cl)ccc1OCC(=O)NNC(=O)CCOc1ccccc1,3,1,-3,-4,-4,0.1,-1,-8,-2,-3
Cc1c(Cl)c(=O)oc2cc(OCC(=O)NCc3cccs3)ccc12,4,2,-6,5,-99,-2.9,-90,-314,-4,-1
CN(Cc1ccccc1)C(=O)CN1C(=O)COc2ccc(S(=O)(=O)N3CCCC3)cc21,-6,-4,5,0,-2,-0.1,2,-1,-2,9
Cn1c(Cn2c(=O)sc3ccccc32)nnc1SCC(=O)Nc1ccccc1,-2,0,-3,1,1,0.1,-3,-1,3,0
COC(=O)C1=C(C(=O)OC)C(c2ccc(OC)c(OC)c2)c2sc(=O)[nH]c2S1 (configuration not stated),3,-3,-9,2,-6,0.2,-6,5,-1,-2
O=C(CNC(=O)c1ccco1)NCC(=O)OCc1ccc(C(=O)Oc2ccc(Cl)cc2)cc1,3,5,-7,1,0,0.6,4,9,-7,-1
CCN(CC)S(=O)(=O)c1cc(NC(=O)COC(=O)CCc2nc3ccccc3s2)ccc1C,1,-2,13,-2,1,-0.3,-1,14,0,15
CN(C)C(=O)CCc1ccc2c3c([nH]c2c1)[C@]1(CCc2ccccc2)[C@@H](C(=O)N2CCCCC2)C[C@H](CC(=O)NCCCn2ccnc2)C(=O)N1CC3,2,1,2,-6,1,0.3,2,-20,-2,1
COC(=O)c1c(C)nc2nonc2c1N,3,-5,14,-1,-105,14*,i,-294,11,2
COc1ccc(OC)c(C=C2CCc3ccccc3C2=O)c1,3,5,-9,-1,-1,-0.3,-48,-13,0,-5
COC(=O)/C(N=Nc1c(C)n(C)n(-c2ccccc2)c1=O)=C(\C)O,9,3,-10,-1,-3,0.8,1,2,-5,7
Cc1nn(Cc2ccccc2Cl)c2sc(C(=O)Nc3nccs3)cc12,2,3,-7,-6,-57,-1.6,-49,-154,-4,-5
O=C(Nc1ccc(Cl)c(S(=O)(=O)N2CCCC2)c1)c1cc(=O)[nH]c2ccccc12,-3,-5,-3,-3,-10,-0.1,-18,-8,-2,-2
CCc1ccc(NC(=O)C(CC)Sc2nc3cc4c(cc3c(=O)n2Cc2ccco2)OCO4)cc1 (configuration not stated),-3,1,-2,4,-6,0.7,1,-11,-2,6
CCOc1ccccc1N1CCN(C/C=C/c2ccc(N(C)C)cc2)CC1,-1,5,6,1,-1,-0.9,0,-22,-3,5
O=C(Nc1ccccc1F)c1ccc(COc2ccc(Cl)cc2Cl)o1,-6,5,16,-3,6,-0.4,-1,12,-2,25
COc1ccccc1-n1c(N)c(C(=O)NCC2CCCO2)c2nc3ccccc3nc21 (configuration not stated),-3,-9,10,1,i,14*,i,i,4,3
O=C(CCC1CCCCC1)Nc1c[nH]c(=O)[nH]c1=O,1,0,5,-1,0,-0.3,5,-5,2,-17
Cc1ccc(S(=O)(=O)N2C3CCCCC3O[C@H]2CC(=O)c2ccc(F)cc2)cc1 (some centres not stated),-9,-3,0,7,9.6*,1.4,11*,13,-13,2
O=C(c1cccs1)N1CCN=C1SCc1ccccc1,7,-5,6,-3,0,0.4,2,4,-4,-14
CC(Sc1ccccc1)C(=O)N1CCN(S(=O)(=O)c2cccc(Br)c2)CC1 (configuration not stated),-9,-6,12,-3,2,-0.4,3,-5,-5,-5
COc1ccccc1C(O)Cc1nc2ccccc2n1C (configuration not stated),-2,-3,1,-1,-2,0.3,4,6,-5,2
Cc1cccc(C)c1NC(=S)N(CCCN1CCN(C)CC1)Cc1cccs1,1,-6,11,3,2,-1.0,5,-1,-6,-6
CCC(C(=O)N1CCC(N2CCCCC2)CC1)n1nc(C)c2sc3ccccc3c2c1=O (configuration not stated),-10,1,-8,3,-4,0.0,1,-21,3,5
COc1ccc(OC)c(/C=C/C(=O)NC2=NCCS2)c1,-1,-2,-2,4,-37,0.6,i,-96,6,19
Cc1cccc(N2CCN(Cc3oc(CO)cc(=O)c3O)CC2)c1C,5,10,7,-4,-3,0.6,-3,5,-8,-1
COc1cccc(C2(O)CCN(C(=O)C3CCC3)CC2)c1,-3,-3,-2,1,8,0.9,12*,9,-21,18
COc1ccccc1-n1cnnc1SCC(=O)NC1CCCCC1,8,-14,6,-1,-2,-0.6,2,-13,-3,-5
N#Cc1cnc(Nc2nc3ccccc3o2)nc1-c1ccccc1,-1,2,-6,-2,-5,0.2,-2,3,8,-5
COc1ccc(N(CC(=O)N2CCc3ccccc3C2)S(C)(=O)=O)cc1,-3,0,3,-5,-4,-0.7,2,6,12,-7
CN(CC1CCCCO1)C(=O)c1cc(COc2ccc(F)cc2Cl)on1 (configuration not stated),-2,0,15,3,-3,0.1,-3,8,-4,1
COc1ccc(NC(=O)CSc2ccccn2)c([N+](=O)[O-])c1,-11,4,-5,3,0,0.1,0,5,-7,1
CCOC(=O)c1c(C)n(C)c2cc(-c3cccc(C(F)(F)F)c3)c(O)cc12,-1,1,8,-2,0,-0.5,-5,-12,-1,0
O=C(O)c1cc(-c2cccnc2)nc2ccccc12,-3,0,-6,1,-2,0.0,-1,-6,13,1
Cc1ccc(C(=O)CSc2nnc(-c3ccncc3)n2C)cc1,1,-6,-7,0,-4,0.5,-1,-3,-3,5
CN1CCN(C(=O)C2CCCN(c3ncnc4c3nc3n4CCCCC3)C2)CC1 (configuration not stated),5,-3,7,-6,-6,-0.1,3,0,3,1
COc1c(Cl)cc(Br)c(OC)c1C(=O)NC(=O)Nc1nc(C)cc(C)n1,-3,1,4,4,1,-0.3,11*,2,-26,-2
CC1(Oc2ccc(Cl)cc2)CCN(Cc2csc3ccccc23)C1 (configuration not stated),0,4,-5,-1,1,0.3,-1,1,0,-10
C[C@@H]1CCCCO[C@@H](CN(C)S(=O)(=O)c2cn(C)cn2)[C@@H](C)CN([C@H](C)CO)C(=O)c2cc(N(C)C)ccc2O1,5,10,14,1,-3,0.4,-16,-5,-2,0
CN(/N=C/c1ccc2c(c1)OCO2)c1ccccc1,1,8,6,-6,1,0.1,1,-12,-10,-4
CCCNC(=O)C1CC(=O)N(c2ccc(OCC(=O)Nc3cccc(C)c3C)cc2)C1 (configuration not stated),-3,-14,12,-7,-3,0.6,6,-9,-11,4
CCOc1cccc(N2C(=O)CC(N3CCN(c4nc5ccccc5s4)CC3)C2=O)c1 (configuration not stated),-4,-6,6,-1,0,0.0,0,3,-12,12
CC1CC(=O)Nc2ccccc2N1C(=O)COc1ccc2cc(Br)ccc2c1 (configuration not stated),5,6,-6,2,0,-0.3,0,1,2,-12
COC(=O)[C@]12C[C@H](CC(=O)NCCc3ccccc3OC)C(=O)N(CCc3ccc(OC)c(OC)c3)C1=C[C@H](C(C)(C)C)O[C@@H]2C,4,-3,·,-3,7,0.2,0,13,-7,·
O=C(CSc1nc(-c2ccccc2)cc(C(F)(F)F)n1)N1CCOCC1,7,2,-1,-2,-1,1.0,1,2,-10,-11
CN(C)S(=O)(=O)c1ccc(NC=O)cc1,2,-4,-4,1,0,0.2,-2,-3,3,1
Cc1cc(C)cc(C(=O)N(Cc2ccco2)c2c(N)n(Cc3ccccc3)c(=O)[nH]c2=O)c1,5,3,-6,-6,-7,-0.6,-5,-19,-3,-3
CC(OC(=O)CCCN1C(=O)c2ccccc2C1=O)C(=O)Nc1ncc(Cl)cc1Cl (configuration not stated),0,-4,8,3,-9,-0.3,-3,-19,-13,13
Cn1c(=O)c2sccc2n(CC(=O)NCCC2=CCCCC2)c1=O,-4,-3,10,-1,0,-0.2,-4,4,17,8
CCOc1ccc(NC(=O)CN(C)c2nnnn2-c2ccccc2)cc1OCC,1,8,-5,2,-3,0.2,2,0,4,-4
COc1cccc(CNC(=O)C(C(=O)NCc2cccc(OC)c2)c2ncc(C(F)(F)F)cc2Cl)c1,-2,1,-16,-3,5,0.9,0,-2,1,-3
Cc1ccc(C)c(NC(=O)c2ccc3c(=O)n4c(nc3c2)CCC4)c1,-8,-3,-4,2,-4,0.0,1,-9,8,-5
COC(=O)C1CSC(C(=O)OC)N1C(=O)Nc1ccc(Cl)c(Cl)c1 (configuration not stated),15*,4,-5,2,-5,0.1,-3,4,6,-2
Cc1ccc(CCNC(=O)C2CCN(S(=O)(=O)c3ccc4nc5c(c(C(=O)O)c4c3)CCCC5)CC2)cc1,3,-6,-13,0,-8,-0.7,-19,-9,-13,4
CCCCC[C@@H](C)N1C[C@H](COCc2ccccc2)Oc2cc(N3CC[C@@H](O)C3)ccc2S1(=O)=O,-7,-12,6,-10,9.9*,0.6,3,22*,-14,6
N/C(CN1CCCC1=O)=N\OC(=O)c1ccc(Cl)c(Cl)c1,0,10,-4,-1,3,-0.7,2,-2,-1,-10
Cc1cc(NC(=O)C2(C)CCN2C(C)C)c2ccccc2n1 (configuration not stated),2,1,2,3,1,-0.4,2,-7,1,1
CCN(c1ccc(OC)cc1)S(=O)(=O)c1nnc(NC(=O)COc2ccccc2)s1,-9,-2,-7,5,2,0.3,1,0,-6,0
